Screens: PubChem, National Center for Advancing Translational Sciences (NCATS)
Epigenetic derep: regulators of epigenetic silencing causing reporter derepression in mouse cells; Potency, µM (top dose mostly 53.9 µM), for the others: top-dose GFP activation, hits mostly activators; hit rate 0.2% among 280,000; murine LDR cells, GFP reporter derepression, 30 h; active = well fitted activation curve with a large enough effect; inconclusive = small, poorly fitted or top-dose-only effect; also: % of control where 0% means no effect; nearly all actives have a fitted effect of over 60% in size
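GFP-positive cell count by laser-scanning cytometry (objects 20–120 um) after 30 h, 37 C compound exposure of murine LDR cells; reporter is CMV-GFP integrated at a silenced locus, inducible by HDAC or DNMT inhibitors.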
An asterisk follows results filed as active; ? = inconclusive. Potency is read from the fitted curve at half-maximal effect. Only part of the results is shown (hit frequency here may not be typical).

Structure,Epigenetic derep
COc1cccc(N2CCN(C(=O)CCCCCn3c(=O)[nH]c4ccccc4c3=O)CC2)c1,-1.3%
CN1c2ccc(Cl)cc2-c2nc(SCC(=O)NCc3ccc(F)cc3)ncc2S1(=O)=O,?
Cn1c(=O)n(-c2ccc(Br)cc2F)c(=O)c2sc3ccccc3c21,-0.2%
COc1ccc(-n2ncc(C(=O)NCCc3ccsc3)c2C2CCN(C(=O)OC(C)(C)C)CC2)cc1,0.8%
COc1ccccc1CNC(=O)Cn1cc2c(n1)-c1c(oc(C(=O)N3CCOCC3)c1C)CC2,9.1%
Cc1nc2ccn(Cc3ccccc3)c(=O)c2cc1C(=O)Nc1ccc(F)cc1Cl,0.0%
CSc1ccc(C2CC(=O)Oc3c2c(=O)n(C)c2ccccc32)cc1 (centres undefined),-0.2%
Cc1ccccc1CN1C(=O)c2ccccc2Sc2ccc(C(=O)OCc3ccco3)cc21,-1.7%
CC(=O)NCCNc1nc2c(-c3ccc(C)cc3)nnn2c2ccccc12,-1.4%
Cc1ccccc1C(=O)N1CCN(CCc2ccccn2)CC1,-2.2%
CCn1cc(C(=O)NCc2ccc(Cl)cc2)c(=O)c2cc(S(=O)(=O)N3CCc4ccccc4C3)ccc21,-2.0%
CCOC(=O)c1ccc(N2C(=O)c3[nH]nc(-c4ccc(OCC)cc4)c3C2c2ccc(OC)cc2OC)cc1 (centres undefined),-1.1%
COC(=O)c1ccc(NC(=O)C(C)N2Cc3ccccc3C2=O)cc1 (centres undefined),-1.2%
COc1ccc(NC(=O)CSc2nc(-c3cccs3)cc(C(F)(F)F)n2)cc1Cl,1.9%
CCCCN1CC(c2nc3ccccc3n2CCCCOc2cc(C)ccc2C)CC1=O (centres undefined),-1.3%
Cc1ccc(-n2c(=O)c3c4c(sc3n(Cc3ccccc3F)c2=O)CCC4)cc1C,3.8%
Cc1cc(C)cc(-n2ccn(CC(=O)NCCc3ccccc3)c(=O)c2=O)c1,1.4%
COc1ccccc1Cn1ccn(Cc2ccc(C)cc2)c(=O)c1=O,2.5%
CCC(=O)OCCCNc1nc(-c2ccc(Cl)cc2)nc2ccccc12,-0.9%
COc1cccc(CNC(=O)CSc2nc(=O)[nH]c3c2CCC3)c1,1.0%
COc1cccc(CNC(=O)Cc2csc3ccccc23)c1OC,2.5%
Cc1ccc(C)c(NC(=O)N2CCc3cc(S(=O)(=O)N4CCC(C)CC4)ccc32)c1,-4.1%
Cc1ccc(OCc2nnc(-c3ccccc3)o2)cc1,-0.8%
CC(=O)c1ccc(NC(=O)COc2ccccc2-c2nc(-c3ccccc3)no2)cc1,-3.5%
O=C(CC(NCc1cccnc1)C(=O)O)Nc1ccc(O)cc1 (centres undefined),2.9%
Cc1ccc(Cl)cc1N(C)C(=O)c1sc2nc3n(c(=O)c2c1C)CCCC3,0.0%
CCN(CC)C(=O)Cn1c(=O)n(Cc2ccc(C(=O)NCCc3ccc(OC)c(OC)c3)cc2)c(=O)c2ccccc21,-1.8%
CCOc1ccc(C(=O)c2cn(CC(=O)Nc3ccc4c(c3)OCCO4)c3ccc(OC)cc3c2=O)cc1,-3.1%
COc1ccc(N2CCN(C(c3ccccc3)c3sc4nc(-c5ccco5)nn4c3O)CC2)cc1 (centres undefined),0.0%
COc1ccc(OC)c(NC(=O)CCc2c(C)nc3c(-c4ccccc4)c(C)nn3c2C)c1,0.0%
O=C(NCc1cccc(Cl)c1)c1cnc(N2CCOCC2)c2ccccc12,0.8%
Cc1ccccc1Nc1c(-c2ccc(N3CCOCC3)cc2)nc2cccc(C)n12,0.8%
COc1ccc(CNC(=O)Cc2c(C)c3cc4c(C)coc4c(C)c3oc2=O)cc1,-2.5%
CCc1ccccc1NC(=O)Cn1nc(N2CCN(c3ccccc3OC)CC2)ccc1=O,-1.0%
CCCNC(=O)C(C)n1nc(C)c2c(C)n(-c3ccccc3)nc2c1=O (centres undefined),0.5%
COc1cc(OC)c(NC(=O)CSc2cc(=O)n(C)c3ccc(Cl)cc23)cc1Cl,2.2%
CCc1nnc(NC(=O)CSCc2cc(=O)c3ccc(C)cc3[nH]2)s1,0.1%
COc1ccc(NC(=O)c2ccc(-c3nc(CSc4ccccc4)c(C)o3)cc2)cc1OC,-2.5%
CCN(CC)c1ccc(C(=O)N2CCC(c3ccncc3)CC2)cc1,-0.3%
CCc1cc(C(=O)N2CCN(c3ccccc3)CC2)no1,-1.8%
Cn1nnnc1SCCNCc1ccccc1OCc1ccc(Cl)cc1Cl,-0.2%
Cc1ccc2c(c1)N(C(=O)N1CCC(C(=O)NCCc3ccc(Cl)cc3)CC1)CC(C)O2 (centres undefined),0.0%
Cc1ccc(-n2nc3c(=O)n(CC(=O)NCC(C)c4ccccc4)nc(C)c3c2C)cc1 (centres undefined),5.4%
CC1CCCCN1C(=O)Cn1ncc2c3ccccc3n(Cc3ccccc3F)c2c1=O (centres undefined),-2.8%
CCN(CC)C(=O)CSc1nc(-c2ccccc2)cc(-c2ccc(OC)cc2)c1C#N,0.0%
CCc1cccc(CC)c1NC(=O)c1c(C)oc2ccc(O)c(CN3CCOCC3)c12,4.5%
COc1ccccc1NC(=O)c1c(NC(=O)c2cccs2)sc2c1CCC(C(C)(C)C)C2 (centres undefined),6.1%
COc1cc(NC(=O)c2cc(C3CC3)nc3c2c(C)nn3-c2ccccc2)cc(OC)c1,-0.4%
O=S(=O)(c1ccc2[nH]c3c(c2c1)CCCCC3)N1CCN(c2ccccc2)CC1,-1.3%
O=C(CSc1nc(-c2cccc(F)c2)[nH]c1-c1ccccc1)Nc1ccc2c(c1)OCCO2,-5.4%

(further entries)
Structure,Epigenetic derep
COc1ccc(NC(=O)CCS(=O)(=O)c2nc(-c3ccc4c(c3)OCO4)cc(C(F)(F)F)n2)cc1OC,?
COc1cc(CN(C(=O)COc2ccc(Cl)cc2)c2ccccn2)cc(OC)c1OC,0.0%
CCOC(=O)c1ccc(N2C(=O)c3[nH]nc(-c4ccccc4)c3C2c2ccc(CC)cc2)cc1 (centres undefined),2.4%
CCOc1ccc(-c2csc3ncnc(Nc4cccc(O)c4)c23)cc1,0.0%
Cc1nc(SCC(=O)OC(C)(C)C)c2c3c(sc2n1)CCCC3,-1.6%
CCN1CCN(c2ncc3c(n2)CCN(CC(C)C)C3)CC1,-5.2%
O=C(Nc1ccc(F)c(Cl)c1)C1Cc2ccccc2CN1S(=O)(=O)c1ccc(F)cc1 (centres undefined),-1.0%
Cc1ccc(-c2nn(CC(=O)NC3CCCCC3)c3c2cnc2ccccc23)cc1,0.0%
CC1Cc2ccccc2N1C(=O)CSc1nc2ccc(NC(=O)COc3ccccc3)cc2s1 (centres undefined),-1.6%
CCOc1cccc2c1N[C@@H](c1ccc(C(=O)O)cc1)[C@H]1CC=C[C@@H]21,-0.1%
Cc1ccc(NC(=O)Cn2ccn(-c3ccc(F)c(F)c3)c(=O)c2=O)cc1C,1.4%
CCOc1ccc(C(=O)Nc2cccc(C(=O)OCc3cc(=O)n4nc(C5CC5)sc4n3)c2)cc1,0.8%
CCOc1ccccc1NC(=O)C(C)Sc1nc(-c2ccccc2)c(C#N)c(=O)[nH]1 (centres undefined),-2.4%
CCOC(=O)c1c(NC(=O)COc2ccc(Cl)cc2C)sc(C(C)=O)c1C,-1.6%
COc1ccc(NC(=O)c2ccco2)cc1NC(=O)c1cccc(C)c1OC,1.8%
CC(=O)Nc1ccc2nc(SCCOc3ccccc3Cl)sc2c1,-0.5%
CC(C)(C)c1ccc(S(=O)(=O)NCc2nc3cccnc3n2Cc2ccccc2Cl)cc1,0.0%
CN1CCN(C(=O)C(=O)Nc2c3c(nn2-c2ccc(Cl)cc2)CSC3)CC1,1.2%
Cc1cccc(N2C(=O)C(CC(=O)Nc3cccc(F)c3)N(Cc3cccs3)C2=O)c1 (centres undefined),-1.4%
CCCCNc1ccc(-c2nc(-c3ccncc3)no2)cc1[N+](=O)[O-],-2.8%
CCOC(=O)N1CCc2c(sc(NCc3cc(OC)ccc3OC)c2C(=O)Nc2cc(OC)ccc2OC)C1,-1.1%
COc1cc2c(cc1OC)C(COc1ccc3c(C)cc(=O)oc3c1)N(C(=O)c1cccc(OC)c1OC)CC2 (centres undefined),1.0%
COc1ccc(NC(=O)Cn2c(=O)n(CC(=O)NCCc3ccccc3)c(=O)c3ccccc32)cc1,0.0%
O=C(Cn1ncc2c3ccccc3n(Cc3ccc(Cl)cc3)c2c1=O)NCCCc1ccccc1,-2.5%
CCOc1ccc(CNCc2c(C(=O)O)n(Cc3ccccc3C)c3cc(OC)ccc23)cc1OC,?

More structures
| SMILES | Epigenetic derep |
| --- | --- |
| CCOC(=O)c1cc(-c2ccccc2)n(CCC(=O)NCCc2ccc(OC)c(OC)c2)c1C | -0.2% |
| COc1ccccc1C(=O)Nc1cccc(C(=O)OCc2cc(=O)n3nc(C4CC4)sc3n2)c1 | -2.0% |
| CCC(=O)N1CCc2cc(S(=O)(=O)NCCC(=O)Nc3cc(C)ccc3OC)ccc21 | -1.0% |
| COc1c(Cl)cc(C(=O)N(Cc2ccccc2F)C2CCS(=O)(=O)C2)cc1Cl (centres undefined) | -1.9% |
| CC(C)N(Cc1ccccc1)C(=O)CN1C(=O)COc2ccc(S(=O)(=O)NC3CCCC3)cc21 | -0.4% |
| COc1ccc(NC(=O)CSc2nc3ccccc3n2CC(=O)Nc2cccc(C)c2C)cc1 | -2.0% |
| COc1ccc(Nc2ncnc3c2cnn3-c2ccc(C)cc2)cc1Cl | 0.0% |
| O=C(CCn1c(=O)c2cccn2c2cccnc21)NCc1cccc(Br)c1 | ? |
| O=C(Cn1c(=O)n(-c2ccc(F)c(Cl)c2)c(=O)c2sc3ccccc3c21)NC1CCCCC1 | 0.9% |
| COc1cc(/C=C/c2nc(C#N)c(N3CCN(C)CC3)o2)cc(OC)c1OC | 14.8% |
| O=C(Nc1ccc(Br)cc1F)N1CCC2(CC1)Oc1ccccc1C(=O)N2Cc1ccccc1F | 3.8% |
| CCOC(=O)C1CCCN(C(=O)C2CCN(S(=O)(=O)c3c(C)noc3/C=C/c3ccccc3F)CC2)C1 (centres undefined) | -1.7% |
| CCOc1ccc(N(CC(=O)Nc2ccc(F)cc2F)S(=O)(=O)c2c(C)[nH]c(=O)[nH]c2=O)cc1 | -1.1% |
| Cc1ccc2oc(-c3ccc(Cl)c(NC(=O)c4ccc(-c5ccccc5[N+](=O)[O-])o4)c3)nc2c1 | 0.0% |
| COc1cc(-c2noc(-c3ccc(NC4CCCC4)c([N+](=O)[O-])c3)n2)cc(OC)c1OC | -3.5% |
| CCc1nn(CC(=O)NCCc2ccc(SC)cc2)c(=O)c2cc3sccc3n12 | 0.8% |
| COc1ccc(NC(=O)C2CCN(c3cc(C)nc4c(-c5ccc(Cl)cc5)c(C)nn34)CC2)cc1 | -1.1% |
| CC(C)c1ccc(OCC(=O)Nc2ccc(S(=O)(=O)Nc3ncccn3)cc2)cc1 | -1.6% |
| COCCn1c(C)cc(O)c(C(c2ccc(F)cc2)N2CCC(C)CC2)c1=O (centres undefined) | -2.1% |
| CC1Cc2cc(S(=O)(=O)CCC(=O)Nc3cccc(F)c3)ccc2N1C(=O)C1CC1 (centres undefined) | -2.5% |

Overlap with the part before: 3 entries, then new ones.
| SMILES | Epigenetic derep |
| --- | --- |
| CC(C)c1ccc(OCC(=O)Nc2ccc(S(=O)(=O)Nc3ncccn3)cc2)cc1 | -1.6% |
| COCCn1c(C)cc(O)c(C(c2ccc(F)cc2)N2CCC(C)CC2)c1=O (centres undefined) | -2.1% |
| CC1Cc2cc(S(=O)(=O)CCC(=O)Nc3cccc(F)c3)ccc2N1C(=O)C1CC1 (centres undefined) | -2.5% |
| Cc1c(C(=O)NCCN(C)C)sc2nc3n(c(=O)c12)CCC3 | 1.4% |
| COc1ccc(-c2ccc(CNCCCSc3nnnn3C)o2)cc1Cl | -0.5% |
| Cc1ccccc1-c1nn2c(=O)cc(CN3CCN(C(=O)c4ccccc4Br)CC3)nc2s1 | -4.3% |
| Cc1nn(CC(=O)N2CCN(c3ccccc3)CC2)c(=O)c2cc3sccc3n12 | 1.4% |
| CC(C)c1nc2sc3c(N4CCCCC4)ncnc3c2c2c1CCCC2 | 1.0% |
| CCOc1ccc(-n2c(=O)c3c(C)c(C)sc3n(Cc3ccc(C(C)(C)C)cc3)c2=O)cc1 | 6.7% |
| Cc1ccc(C)c(NC(=O)CSc2nnc(C)n3c2cc2occc23)c1 | 1.8% |
| O=C(c1cccc(Cl)c1)N1CCC(c2nc3ccccc3o2)CC1 | -3.2% |
| Cc1c(C(=O)OC2CCCC2)[nH]c2c1C(=O)CC(c1ccc(Cl)cc1)C2 (centres undefined) | 0.8% |
| CCS(=O)(=O)N1CCc2cc(C(=O)Nc3ccc(OC)cc3OC)ccc21 | 7.3% |
| COc1ccccc1-c1c(C)nn2c(N3CCN(c4cccc(Cl)c4)CC3)cc(C)nc12 | 1.1% |
| CCC1CN(C(=O)NCc2cccc(OC)c2)c2cc(Cl)ccc2O1 (centres undefined) | 0.0% |
| Cc1cccc(OCC(=O)N2CCC(c3nc4ccccc4o3)CC2)c1C | -2.4% |

Molecules from the list above that have a furan ring, fused or not, in the order listed:
| SMILES | Epigenetic derep |
| --- | --- |
| COc1ccccc1CNC(=O)Cn1cc2c(n1)-c1c(oc(C(=O)N3CCOCC3)c1C)CC2 | 9.1% |
| Cc1ccccc1CN1C(=O)c2ccccc2Sc2ccc(C(=O)OCc3ccco3)cc21 | -1.7% |
| COc1ccc(N2CCN(C(c3ccccc3)c3sc4nc(-c5ccco5)nn4c3O)CC2)cc1 (centres undefined) | 0.0% |
| COc1ccc(CNC(=O)Cc2c(C)c3cc4c(C)coc4c(C)c3oc2=O)cc1 | -2.5% |
| CCc1cccc(CC)c1NC(=O)c1c(C)oc2ccc(O)c(CN3CCOCC3)c12 | 4.5% |
| COc1ccc(NC(=O)c2ccco2)cc1NC(=O)c1cccc(C)c1OC | 1.8% |
| Cc1ccc2oc(-c3ccc(Cl)c(NC(=O)c4ccc(-c5ccccc5[N+](=O)[O-])o4)c3)nc2c1 | 0.0% |
| COc1ccc(-c2ccc(CNCCCSc3nnnn3C)o2)cc1Cl | -0.5% |
| Cc1ccc(C)c(NC(=O)CSc2nnc(C)n3c2cc2occc23)c1 | 1.8% |
